TWEAK-Fn14 inh: inhibitors of TWEAK-Fn14 signaling, primary screen, luciferase reporter cells, uHTS; TWEAK-stimulated Fn14 reporter cells, luciferase luminescence, 8 h; AID 1159606, 2016; 360,000 compounds, 2% hits; inhibition, % at 10 µM; in the data active means inhibition above about 50%
aDG glyco up: activators of alpha-DG glycosylation, primary screen, uHTS, Pro5-aDG cells, AlphaScreen | alpha-DG glycosylation AlphaScreen (IIH6); 0% Pro5, 100% B10-LARGE cell signal | activation, % at 10 µM | 360,000 compounds, 0.22% hits | AID 624168, 2012;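 active means activation of at least 8% versus controls, or a plate z-score of at least 8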;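 further: Pro5 are CHO cells carrying HIG-tagged alpha-DG that lacks glycosylation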
Peg3 prom inh: Peg3 promoter-driven luciferase inhibitors, primary screen, cell-based, HeLa, luciferase luminescence; HeLa PEG-Prom luciferase reporter, overnight; inhibition, % at 20 µM; 360,000 compounds, 1.7% hits;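 active means inhibition of at least 50% at 20 µM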
HIF-2a block: HIF-2a reporter inhibitors, primary screen, luminescence, 786-0 RCC cells | inhibition, % at 18.8 µM | 786-0 RCC cells HIF-2a reporter, luciferase luminescence, overnight | 360,000 compounds, 0.72% hits;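 active means inhibition of the luminescence signal of 40% or more relative to plate controls, in a single-dose primary screen at 18.75 µM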
NR2E3 ag-1: inhibitors of NR2E3-RetCOR corepressor binding, primary screen, NR2E3 agonist project, biochemical, TR-FRET, GST-NR2E3, biotin-RetCOR. inhibition of corepressor binding, % at 4.78 µM. 1536-well. 320,000 compounds, 0.12% hits. AID 2300, 2010;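 active means percent inhibition above the cutoff of mean plus 3 SD of all tested compounds, set per screening campaign, cut at about 20% in these data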;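 further: 0% = DMSO wells and 100% = biotin wells as full block of FRET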
Target sequence (Q9Y5X4 whole entry, looked up): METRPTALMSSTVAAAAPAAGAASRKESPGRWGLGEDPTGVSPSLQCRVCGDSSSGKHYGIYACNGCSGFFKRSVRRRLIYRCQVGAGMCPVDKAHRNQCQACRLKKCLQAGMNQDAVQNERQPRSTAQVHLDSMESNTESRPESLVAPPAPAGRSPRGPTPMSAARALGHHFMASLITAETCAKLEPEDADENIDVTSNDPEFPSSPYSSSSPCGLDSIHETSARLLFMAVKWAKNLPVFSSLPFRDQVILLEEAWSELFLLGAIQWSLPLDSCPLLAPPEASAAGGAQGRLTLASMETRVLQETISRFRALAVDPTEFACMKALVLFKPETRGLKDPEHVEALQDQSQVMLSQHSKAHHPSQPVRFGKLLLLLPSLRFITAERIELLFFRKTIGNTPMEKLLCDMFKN
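Material – GST-tagged NR2E3 plus biotinylated RetCOR corepressor · Quantity – NR2E3 fusion 1.35 nM · Times – 5 h incubation at 4 °C · Medium – pH 7.5 Tris-based buffer · Technique – TR-FRET, Eu(K)-anti-GST donor, streptavidin-D2 acceptor, ex 340, em 617/671 nm · Benchmarks – high control biotin, low control 0.6% DMSO · Format – 1536-well plates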
NR2E3 ag-2: NR2E3 agonists in two-hybrid cells, primary screen, cell-based, luminescence, CHO-S, Gal4-NCOR/VP16-NR2E3; Photoreceptor-specific nuclear receptor (Homo sapiens), Q9Y5X4; luciferase; inhibition of corepressor binding, % at 3.98 µM; 360,000 compounds, 0.35% hits; AID 602229, 2012;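 active means inhibition above the mean of all tested compounds plus 3 SD, cut at about 70% in these data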;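 further: 0% = DMSO with NR2E3 transfected cells and 100% = cells lacking NR2E3 construct; higher means lower luciferase signal from less NR2E3 corepressor binding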
Shn3 inh set2: reduction of Shn3 3'UTR firefly luciferase signal, primary screen, Schnurri-3 inhibitor project, cell-based, Clone20 osteoblasts, set 2; Clone20 osteoblast Shn3 3'UTR firefly luciferase, 24 h; inhibition, % at 12.5 µM; 360,000 compounds, 0.52% hits; AID 588674, 2011;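 active means mean inhibition of at least 75% with every replicate also reaching 75%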;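 further: 0% = median of neutral control wells and 100% = pilot-screen positive control compound; some compounds past the cut are filed as inactive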
MITF TRPM1 inh: inhibitors of MITF-dependent TRPM1 promoter reporter, primary screen, cell-based, SK-MEL-5, single point, luciferase | 330,000 compounds, 0.83% hits | inhibition, % at 12.5 µM | AID 488899, 2010 | SK-MEL-5 TRPM1 promoter luciferase, 24 h;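 active means mean inhibition across replicates of 60% or more, whatever share of single replicates reaches that level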; further: values of inactives mirror those of a sister screen read the other way
hiPSC survival: enhancers of single-cell hiPSC survival, primary screen, ATPlite luminescence | survival enhancement, % at 20 µM | 360,000 compounds, 0.044% hits | 100% = ROCK inhibitor wells, 0% = DMSO; in the data active means survival enhancement above about 18%;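 further: cells exposed to compounds for 16 hours before the ATP read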
KKLEB tox: cytotoxicity in KKLEB CF airway cells, primary screen, cytotoxicity control for CF NF-kB inhibitor project, cell-based, uHTS, fluorescence assay plates; KKLEB CF airway cells viability, ATPlite luminescence, overnight; stronger effect = lower value; cells stimulated with P. aeruginosa culture filtrate; activity change (cytotoxicity), % at 5 µM; 360,000 compounds, 0.36% hits;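 active means corrected activity change at or below -50% at 5 µM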
CF NFkB block: inhibitors of PAF-induced NF-kB signaling, primary screen, cell-based, GFP fluorescence, uHTS | KKLEB NF-kB-GFP reporter, GFP fluorescence overnight | inhibition, % at 5 µM | 360,000 compounds, 0.86% hits;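 active means at least 50% inhibition at 5 µM, scaled per plate between neutral and stimulator controls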;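 further: PAF is a Pseudomonas aeruginosa culture filtrate used as stimulus; plate controls were PAF-stimulated DMSO wells for no effect and unstimulated DMSO wells for full effect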
An asterisk follows results filed as active; . = no result given.

Results follow in this order: TWEAK-Fn14 inh	aDG glyco up	Peg3 prom inh	HIF-2a block	NR2E3 ag-1	NR2E3 ag-2	Shn3 inh set2	MITF TRPM1 inh	hiPSC survival	KKLEB tox	CF NFkB block
CC(CCc1ccccc1)NC(=O)[C@@H]1Cc2ccccc2CN1 (some centres undefined)
 : -5	-0.1	1	9	.	-10	-34	-12	0.6	-10	26
CC1(c2ccc([N+](=O)[O-])cc2)NC(=O)N(CC(=O)Nc2cccnc2Cl)C1=O (centres undefined)
 : -4	-0.2	5	9	0	-9	-3	-2	-0.4	-11	1
Cc1cc(OC(C)C(=O)NNC(=O)Nc2ccc(F)cc2F)cc(C)c1Cl (centres undefined)
 : -10	-0.3	18	19	1	-29	12	0	0.4	-3	4
Cc1c(OCC(=O)N2CCC(C(=O)O)CC2)ccc2c3c(c(=O)oc12)CCCC3
 : -19	0.0	-5	3	-2	2	-33	10	-0.1	9	7
Cc1cccc(NC(=O)CNC(=O)Cc2ccc3c(c2)OCCO3)c1C
 : -1	-0.1	-6	-18	4	-26	15	.	-0.4	2	2
CN(C(=O)C1CCN(S(=O)(=O)c2cccc3nonc23)CC1)C1CCCCC1
 : -6	-0.1	7	14	-1	-43	-21	6	0.4	2	4
O=C(COC(=O)/C=C/c1ccccc1[N+](=O)[O-])NC1CCS(=O)(=O)C1 (centres undefined)
 : -12	0.1	22	23	2	14	2	30	-0.2	-2	10
CCn1c(SC)nc2cc(S(=O)(=O)N3CCCCC3)ccc21
 : 7	-0.2	-12	15	4	10	0	11	-0.5	-8	52*
CC(=O)c1ccc(NC(=O)C(NC(=O)c2ccccc2)=C(C)C)cc1
 : -1	-0.2	-11	16	-1	11	-4	-10	1.9	-5	12
CC(C)C12CN3CCN(CC(C3)/C1=N\NC(=O)Nc1ccccc1)C2
 : 21	0.2	-5	15	3	-29	2	-1	-1.2	8	-18

Entries of single compounds from above. Values in the order: TWEAK-Fn14 inh | aDG glyco up | Peg3 prom inh | HIF-2a block | NR2E3 ag-1 | NR2E3 ag-2 | Shn3 inh set2 | MITF TRPM1 inh | hiPSC survival | KKLEB tox | CF NFkB block
`Cc1cccc(NC(=O)CNC(=O)Cc2ccc3c(c2)OCCO3)c1C` as listed: -1 | -0.1 | -6 | -18 | 4 | -26 | 15 | . | -0.4 | 2 | 2
`CC1(c2ccc([N+](=O)[O-])cc2)NC(=O)N(CC(=O)Nc2cccnc2Cl)C1=O` (centres undefined) as listed: -4 | -0.2 | 5 | 9 | 0 | -9 | -3 | -2 | -0.4 | -11 | 1
`Cc1cc(OC(C)C(=O)NNC(=O)Nc2ccc(F)cc2F)cc(C)c1Cl` (centres undefined) as listed: -10 | -0.3 | 18 | 19 | 1 | -29 | 12 | 0 | 0.4 | -3 | 4

New compounds follow:
Results follow in this order: TWEAK-Fn14 inh	aDG glyco up	Peg3 prom inh	HIF-2a block	NR2E3 ag-1	NR2E3 ag-2	Shn3 inh set2	MITF TRPM1 inh	hiPSC survival	KKLEB tox	CF NFkB block
CCSc1ncnc2sc(C)c(C)c12
 : -7	-0.2	-9	8	2	2	-10	-2	-0.1	-6	8
CCNS(=O)(=O)c1ccc(CCC(=O)Nc2ccccc2C(=O)OC)cc1
 : -10	0.3	9	20	-5	-17	-38	8	-1.0	8	9
CCOC(=O)Nc1ccc2c(c1)nc(CN1CCN(C(C)=O)CC1)n2C
 : -25	-0.1	-8	-22	0	4	-54	-3	-0.1	1	-10
CCOc1ccccc1-n1c(SCC(=O)N2CCCc3ccccc32)nnc1-c1cccnc1
 : 16	0.1	20	3	2	-26	9	-3	-0.3	-5	0
O=C(c1nc2ccccn2c1CNCCOc1cccnc1)N1CCOCC1
 : -4	0.2	10	7	5	-6	1	5	1.0	6	2
Cc1ccc(/C=C2\SC(=O)N(CCNC(=O)C3CSC4(C)CCC(=O)N34)C2=O)cc1 (centres undefined)
 : -15	0.3	-81	-121	-1	-9	-25	-13	-0.4	-11	0
CCN(CC)c1nc(-c2nn[nH]n2)nc(N(CC)CC)n1
 : -12	0.0	2	6	2	-4	-15	2	-4.9	-11	13
Cc1ccc(-c2nn(CCC(=O)Nc3cccnc3)c(=O)c3ccccc23)cc1
 : -28	0.4	11	26	1	29	3	.	1.0	6	-4
N#Cc1cncc(C#Cc2ccccc2)c1
 : -10	-0.1	-49	-46	0	-29	-35	-33	0.6	0	4
CCCOc1ccc(C(=O)N2CCCc3ccccc32)cc1
 : 0	-0.1	-30	-59	10	-22	-6	-4	1.5	-10	10

4 of the entries above in order of their number in HIF-2a block, low to high:
canonical_smiles | TWEAK-Fn14 inh | aDG glyco up | Peg3 prom inh | HIF-2a block | NR2E3 ag-1 | NR2E3 ag-2 | Shn3 inh set2 | MITF TRPM1 inh | CF NFkB block
CCCOc1ccc(C(=O)N2CCCc3ccccc32)cc1 | 0 | -0.1 | -30 | -59 | 10 | -22 | -6 | -4 | 10
CCOc1ccccc1-n1c(SCC(=O)N2CCCc3ccccc32)nnc1-c1cccnc1 | 16 | 0.1 | 20 | 3 | 2 | -26 | 9 | -3 | 0
CCSc1ncnc2sc(C)c(C)c12 | -7 | -0.2 | -9 | 8 | 2 | 2 | -10 | -2 | 8
CCNS(=O)(=O)c1ccc(CCC(=O)Nc2ccccc2C(=O)OC)cc1 | -10 | 0.3 | 9 | 20 | -5 | -17 | -38 | 8 | 9

Additional results follow.
Results follow in this order: TWEAK-Fn14 inh	aDG glyco up	Peg3 prom inh	HIF-2a block	NR2E3 ag-1	NR2E3 ag-2	Shn3 inh set2	MITF TRPM1 inh	hiPSC survival	KKLEB tox	CF NFkB block
CCOC(=O)C/C(C)=N/NC(=O)Nc1ccccc1
 : 11	0.3	-17	-1	1	-119	-35	7	-0.2	0	6
O=C(COC(=O)CC(c1ccccc1)c1ccccc1)NCc1ccccc1
 : 12	0.1	14	17	3	11	6	9	0.9	2	-11
O=C(NC1(C(F)(F)F)NC(=O)N(c2ccc(F)cc2)C1=O)c1cccs1 (centres undefined)
 : 32	-0.1	3	11	-1	5	-14	6	2.9	-13	24
CCN(C(=O)CSc1nc2ccccc2c(=O)n1C(C)COC)C1CCS(=O)(=O)C1 (centres undefined)
 : 10	0.0	8	10	-1	-7	-5	7	0.1	-1	-5
Cc1ccn2c(=O)c(NC(=O)c3ccc4c(c3)OCO4)c(C)nc2c1
 : 7	1.0	-4	9	.	-16	-10	.	-0.8	-2	-5
Cc1cc(Cl)ccc1NC(=O)NC1CCN(S(=O)(=O)c2ccc(F)cc2)CC1
 : -7	0.5	19	24	-2	-11	17	16	1.1	5	8
COc1ccc(-c2coc3cc4oc(=O)cc(C)c4cc23)cc1F
 : -102	-0.3	33	7	0	1	3	18	2.0	-9	-71
O=S(=O)(c1ccccc1S(=O)(=O)N1CCCCC1)N1CCCCC1
 : -9	-0.1	25	9	-1	-17	-11	12	7.0	-3	-7
COCCNC(=O)c1onc(CSc2cccc(OC)c2)c1C(=O)O
 : 2	0.0	-10	9	2	-2	-14	-2	0.6	1	-1
CCCn1c2c(c(O)c(C(=O)Nc3ccccc3)c1=O)CCCC2
 : 9	0.0	4	9	1	7	5	1	5.5	8	2

Part of the list above, with bars between the fields.
mol | TWEAK-Fn14 inh | aDG glyco up | Peg3 prom inh | HIF-2a block | NR2E3 ag-1 | NR2E3 ag-2 | Shn3 inh set2 | MITF TRPM1 inh | hiPSC survival | KKLEB tox | CF NFkB block
Cc1ccc(-c2nn(CCC(=O)Nc3cccnc3)c(=O)c3ccccc23)cc1 | -28 | 0.4 | 11 | 26 | 1 | 29 | 3 | . | 1.0 | 6 | -4
CC1(c2ccc([N+](=O)[O-])cc2)NC(=O)N(CC(=O)Nc2cccnc2Cl)C1=O (centres undefined) | -4 | -0.2 | 5 | 9 | 0 | -9 | -3 | -2 | -0.4 | -11 | 1
N#Cc1cncc(C#Cc2ccccc2)c1 | -10 | -0.1 | -49 | -46 | 0 | -29 | -35 | -33 | 0.6 | 0 | 4

(further entries)
Results follow in this order: TWEAK-Fn14 inh	aDG glyco up	Peg3 prom inh	HIF-2a block	NR2E3 ag-1	NR2E3 ag-2	Shn3 inh set2	MITF TRPM1 inh	hiPSC survival	KKLEB tox	CF NFkB block
O=C(N/N=C/c1ccncc1)/C(=C/c1ccccc1)NC(=O)c1ccccc1
 : 1	-0.1	3	12	4	5	-21	9	-0.9	-8	5
Cc1ccc(Cl)c(OCC(=O)Nc2ccccc2C(=O)NC2CC2)c1
 : -12	0.1	21	10	-1	-19	3	0	-0.3	5	-12
O=C(Nc1ccnc(-c2ccncc2)n1)C1CC1
 : -2	0.2	-10	10	1	-20	-8	-11	-2.4	-5	-8
Cc1ccc2[nH]c(C)c(CC(=O)NCc3ccccc3)c2c1
 : 18	-0.2	10	19	-2	8	-6	0	-0.2	1	1
O=C(NCc1cccnc1)c1ccc(NS(=O)(=O)c2ccccc2)cc1
 : -1	-0.1	17	22	1	11	-1	-10	0.0	4	-1
CC(C)CN1CCN(Cc2ccc3ncccc3c2)CC1CCO (centres undefined)
 : 10	0.0	7	9	5	-10	-15	0	-0.1	1	-12
C=CCc1cc(Cl)ccc1OCCCNCCO
 : -1	3.6	11	9	2	-20	5	-11	0.3	8	-2
CCN(C(=O)CSc1nnc(NCCOC)s1)c1c(N)n(Cc2ccccc2)c(=O)[nH]c1=O
 : 7	0.1	6	9	.	-12	12	-9	0.7	-4	-19
O=C(O)c1cc(-c2ccccc2)c(N2CCOCC2)s1
 : 7	0.8	19	12	1	-4	-19	5	-3.5	-9	1
OC1(C#Cc2c(-c3ccsc3)oc3ccc(N4CCOCC4)cc23)CCCCC1
 : 25	0.1	-1	-4	5	-28	-24	1	3.6	-12	28
C[C@H](CO)N1C[C@H](C)[C@@H](CN(C)C(=O)Nc2ccc3c(c2)OCO3)Oc2c(NC(=O)Nc3ccc4c(c3)OCO4)cccc2C1=O
 : 10	-0.1	49	-12	.	4	0	7	-3.5	-11	-6
CSc1cccc(NC(=O)CN2C(=O)COc3ccc(S(=O)(=O)N4CCOCC4)cc32)c1
 : 7	-0.2	0	9	2	-18	-20	8	-0.1	6	-2
COc1cccc(C(=O)C2CCCN(Cc3cccn3-c3cccnc3)C2)c1 (centres undefined)
 : 3	0.4	11	21	3	12	23	0	-1.8	-23	0

High-throughput results: PubChem, several laboratories
